Bioassay records (PubChem BioAssay)
EPAC1 antag – antagonists of human EPAC1 | O95398 | EPAC1 GEF assay, Rap1b-BODIPY-GDP exchange fluorescence | Potency, µM (series often up to 115 µM), without a hit: top-dose activity change, negative = inhibition, most hits filed as inhibitors | 360,000 tested, 0.14% active | AID 720709;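 further: potency means the concentration at half of the fitted maximal effect; plate controls were vehicle for no effect and positive control for full effect; nearly all actives have a fitted effect of over 50% in size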
IL2 activator – activates IL-2 in a cell-based reporter assay | 360,000 tested, 0.065% active | activation, % (series mostly up to about 46 µM) | IL-2 activation reporter assay, cell-based qHTS; stimulated with anti-CD3/CD4/CD28 beads; in transgenic mouse T cells; in the data active means activation above about 50%; inconclusive means mostly about 30% to 49%; further: 0% is about no effect
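First, unstimulated transgenic mouse T cells were exposed to compound for 60 min. Next, anti-CD3/anti-CD4-coated beads with anti-CD28 were added. Finally, after 18 h at 37 degrees C, EGFP and DsRed were imaged.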
EPAC1 ag – agonists of human EPAC1; O95398; EPAC1 agonist qHTS, biochemical assay; response scale: 100% = response to 6.5 mM cAMP; Potency, µM (top dose mostly 154 µM), for the others: at the top dose activation, hits mostly activators; 360,000 tested, 0.073% active; AID 720707; further: potency means the concentration at half of the fitted maximal effect; nearly all actives have a fitted effect of over 60% in size
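Fluorescent GDP-exchange assay: 100 nM EPAC1 with 250 nM Rap1B preloaded with BODIPY-GDP and 50 uM GDP; compounds tested as concentration series, 5 min at room temperature, then read every 5 min for 30 min (ex 480/em 540 nm); normalized to 6.5 mM cAMP.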
WRN helicase inh – blocks human WRN helicase. Potency, µM (top dose mostly 114 µM), without a hit: top-dose activity change, negative = inhibition, actives largely listed as inhibitors. Q14191. 360,000 tested, 0.46% active. WRN helicase unwinding, fluorescent forked duplex, kinetic; further: potency means the concentration at half of the fitted maximal effect; on the % scale 0 is the no-effect control and ±100 the full control effect; nearly all actives have a fitted effect of over 55% in size
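Kinetic fluorescence helicase assay: unwinding of a quenched forked DNA duplex (100 nM final) with 2 mM ATP final raises red fluorescence (525/598 nm). Compounds sat 15 min at room temperature with 20 nM WRN beforehand.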
aSyn rescue – rescues yeast growth from alpha-synuclein toxicity; 370,000 tested, 0.14% active; Potency, µM (series often up to 46.1 µM), inactives show at the highest dose growth rescue (activation), actives largely listed as activators; Yeast expressing alpha-synuclein, growth rescue, BacTiter-Glo, 24 h; further: potency means the concentration at half of the fitted maximal effect; % of control where 0% means no effect; nearly all actives have a fitted effect of over 65% in size
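Screening used galactose-induced yeast with toxic alpha-synuclein levels, exposed to compound for 24 hr at 30 deg C. Cell growth, read with BacTiter-Glo luminescence, gave the measured signal.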
PI5P4Ka inh – inhibitors of human PI5P4K alpha. PI5P4Kalpha enzyme, ADP-Glo luminescence, 60 min; stronger effect = lower value. max response, %. 330,000 tested, 1.2% active. P48426. AID 652105; active means max response of -50% or lower; inconclusive means between -30% and -50%; inactive means -30% or higher; further: value at the top dose of about 77 µM; on the % scale 0 is the no-effect control and ±100 the full control effect
Target sequence (P48426 whole entry, looked up): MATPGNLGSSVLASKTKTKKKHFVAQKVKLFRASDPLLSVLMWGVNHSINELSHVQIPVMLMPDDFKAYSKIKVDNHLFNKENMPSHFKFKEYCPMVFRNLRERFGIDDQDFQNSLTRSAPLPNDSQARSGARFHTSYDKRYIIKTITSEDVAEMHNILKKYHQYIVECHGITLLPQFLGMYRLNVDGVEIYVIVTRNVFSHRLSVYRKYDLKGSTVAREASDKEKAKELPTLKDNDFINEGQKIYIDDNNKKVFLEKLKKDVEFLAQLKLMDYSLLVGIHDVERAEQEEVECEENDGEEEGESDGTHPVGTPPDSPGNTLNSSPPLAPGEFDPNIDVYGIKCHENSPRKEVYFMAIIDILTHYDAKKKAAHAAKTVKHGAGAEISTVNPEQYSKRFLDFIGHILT
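PI5P4Kalpha ADP-Glo assay; 5 microM ATP final; 60 min RT reaction; HEPES pH 7.4/EGTA/CHAPS, 5% DMSO; controls lacking substrate or enzyme; luminescent end-point.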
PLK1 PBD block – blocks phosphopeptide binding to human PLK1 polo-box domain | P53350 | Plk1 PBD binding of FITC phosphopeptide, fluorescence polarization | Potency, µM, for the others: max response, negative = inhibition, actives largely listed as inhibitors | 360,000 tested, 2.8% active | AID 720504; further: potency means the concentration at half of the fitted maximal effect; series mostly up to about 57 µM; on the % scale 0 is the no-effect control and ±100 the full control effect; nearly all actives have a fitted effect of over 65% in size
Target sequence (P53350 whole entry, looked up, the tested form may be a part): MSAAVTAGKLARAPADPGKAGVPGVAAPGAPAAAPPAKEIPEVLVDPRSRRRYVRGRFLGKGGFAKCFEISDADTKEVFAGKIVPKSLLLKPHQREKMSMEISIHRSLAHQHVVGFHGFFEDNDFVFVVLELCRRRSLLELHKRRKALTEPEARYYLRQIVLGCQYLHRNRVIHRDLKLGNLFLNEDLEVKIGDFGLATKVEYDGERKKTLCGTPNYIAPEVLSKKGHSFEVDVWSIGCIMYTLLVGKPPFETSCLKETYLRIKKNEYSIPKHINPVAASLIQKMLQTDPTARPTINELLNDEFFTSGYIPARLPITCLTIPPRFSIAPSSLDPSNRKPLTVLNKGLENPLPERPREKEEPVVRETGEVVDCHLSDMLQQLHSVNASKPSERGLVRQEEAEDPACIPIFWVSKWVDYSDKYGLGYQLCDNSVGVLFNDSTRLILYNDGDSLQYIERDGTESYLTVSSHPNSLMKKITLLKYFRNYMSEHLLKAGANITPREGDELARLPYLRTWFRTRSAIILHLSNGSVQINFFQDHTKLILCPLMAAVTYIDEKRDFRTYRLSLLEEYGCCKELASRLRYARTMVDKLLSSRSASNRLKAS
Abeta rescue – restores growth of yeast expressing A-beta42 peptide | yeast expressing A-beta42, growth rescue, OD600, 48 h; response scale: 0% DMSO, 100% iron-clioquinol control | 410,000 tested, 0.063% active | Potency, µM (top dose mostly 46.1 µM), for the others: top-dose growth rescue, most hits filed as activators; further: potency means the concentration at half of the fitted maximal effect; nearly all actives have a fitted effect of over 55% in size
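Growth rescue measured by 600 nm absorbance after 48 h yeast culture at 30 C with compound. Values normalized between DMSO and an equimolar ferric chloride plus clioquinol control.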
FUS yeast rescue – suppressors of FUS proteinopathy in yeast. AID 1347120. S. cerevisiae FUS-expressing, growth rescue, OD600, 24 h. Potency, µM (titrated, usually from 76.6 µM), without a hit: at the top dose growth rescue (activation), usual class: activators. 390,000 tested, 0.24% active;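 further: potency means the concentration at half of the fitted maximal effect; plate controls were DMSO vehicle for no effect and reference control for full effect; nearly all actives have a fitted effect of over 55% in size; some results filed as inactive show a strong effect at the top dose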
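Toxicity suppression screen in FUS-yeast. Cells induced with 2% galactose, starting OD 0.005, treated 24hr at 30C with compounds at multiple final concentrations; growth by OD600.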
The depositor's hits bear a star; ? = inconclusive; . = not tested or not shown; & = joins results of further samples; [ ] = remark or other dose. Unless noted, the call rests on the fitted dose curve; in most records, active means well fitted curve in the direction sought with a large enough effect; inconclusive means small, poorly fitted or top-dose-only effect, or another doubt; inactive means no such curve, though single readings can be large; an effect the other way counts as inactive or inconclusive.

Assay codes: A = EPAC1 antag; B = IL2 activator; C = EPAC1 ag; D = WRN helicase inh; E = aSyn rescue; F = PI5P4Ka inh; G = PLK1 PBD block; H = Abeta rescue; I = FUS yeast rescue
CCc1nnc(SCC(=O)Nc2ccc3ccccc3c2)n1N
  A = -11%; B = 1.1; C = 3%; D = 8%; E = -4%; F = 4; G = -12%; H = -13%; I = -12%

CCOc1ccc(C2c3c(oc4cc(C)c(C)cc4c3=O)C(=O)N2CCCN2CCOCC2)cc1 (stereo not drawn)
  A = -16%; B = 1.7; C = -9%; D = 2%; E = 1%; F = 3; G = -10%; H = 2%; I = 23%

Cc1ccnc(NS(=O)(=O)c2ccc(N=CC3=C(O)CC(C)(C)CC3=O)cc2)n1
  A = 2%; B = -0.2; C = 1%; D = 8%; E = 21%; F = .; G = -3%; H = 6%; I = 25%

CCOC(=O)CC1COCCN1Cc1cn(C)nc1-c1ccccc1F (stereo not drawn)
  A = 0%; B = -0.5; C = -2%; D = -2%; E = 3%; F = -7; G = -7%; H = 4%; I = -29%

CC(C)(C)c1ccc(CC(=O)N2CCC2(C)C(=O)NS(=O)(=O)c2cccc(Cl)c2)cc1 (stereo not drawn)
  A = -9%; B = 0.1; C = -3%; D = 5%; E = 6%; F = -2; G = -5%; H = 9%; I = 16%

Cc1ccc(NC(=O)N(CCCN2CCOCC2)Cc2cccnc2)cc1C
  A = -15%; B = 1.1; C = 0%; D = 6%; E = -1%; F = -6; G = -6%; H = 0%; I = -22%

CCN(C(=O)Cn1c(=O)oc2ccccc21)c1cccc(C(F)(F)F)c1
  A = -14%; B = -1.6; C = 0%; D = -2%[57.1 µM]; E = 0%; F = 15; G = -3%; H = 23%; I = 15%

COc1ccc(/C=C2\Oc3cc(OCC(=O)N4CC(O)C[C@H]4C(=O)O)ccc3C2=O)c(OC)c1OC (stereo partly drawn)
  A = -16%; B = -0.3; C = -23%; D = -16%; E = 1%; F = -9; G = -19%; H = -12%; I = 7%

COc1ccc(NC(=O)N(C)C[C@@H]2OCc3cn(nn3)CCCC(=O)N([C@@H](C)CO)C[C@H]2C)cc1
  A = -12%; B = -1.5; C = 4%; D = -2%; E = 1%; F = -3; G = -29%; H = -7%; I = -13%

COc1cc(SC)ccc1C(=O)Nc1nc2ccccc2[nH]1
  A = 2%; B = -2.6; C = 11%; D = -1%; E = -74%[inhibitor]; F = ?; G = -3%; H = -86%[inhibitor]; I = 7%

CCCCNC(=O)c1cn(C)c2ccc(S(=O)(=O)N3CCCC3)cc2c1=O
  A = -28%; B = -0.8; C = 6%; D = 3%; E = -4%; F = 1; G = -11%; H = -2%&-9%; I = -9%&0%

O=C(COC(=O)C1CC1)NCCc1ccccc1
  A = -8%; B = 0.9; C = 1%; D = -5%; E = 9%; F = -7; G = 7%; H = 3%; I = -15%

O=c1c2ccccc2ncn1-c1cccc([N+](=O)[O-])c1
  A = -1%; B = -0.4; C = -7%; D = -1%; E = 0%; F = 0; G = 2%; H = 6%; I = -5%

O=C(COc1ccc(/C=C\[N+](=O)[O-])cc1)N1CCOCC1
  A = -12%; B = 1.1; C = -7%; D = -14%[11.6 µM]; E = 4%; F = -2; G = ?; H = -36%[inhibitor]; I = 32%

CC(C)(C)NC(=O)NCC1CCCC1NC(=O)NC(C)(C)C (stereo not drawn)
  A = 13%; B = -1.6; C = -17%; D = -4%; E = -24%; F = 0; G = -6%; H = -6%; I = -9%

CC1(C)Cc2ccccc2-c2nnc(-c3ccc4ccccc4n3)n21
  A = -4%; B = 0.3; C = -2%; D = -7%; E = 5%; F = -3; G = 4%; H = 12%; I = -16%

Cc1ccc(Cl)cc1NC(=O)C1C2CCC(O2)C1C(=O)O (stereo not drawn)
  A = -9%; B = 0.9; C = 7%; D = 9%; E = -3%; F = 0; G = 5%; H = -4%; I = -32%

COc1ccc(C(Nc2cccc([N+](=O)[O-])c2)P(=O)(OC(C)C)OC(C)C)cc1 (stereo not drawn)
  A = -1%; B = 0.1; C = 2%; D = 0%; E = 9%; F = -3; G = 5%; H = 28%; I = 40%

CC(=O)Nc1c(O)n(C)c2ccccc12
  A = -1%; B = -1.6; C = 0%; D = 4%; E = -11%; F = .; G = -2%; H = -4%; I = 15%

CCOC(=O)CN1C(=O)C2Cc3ccccc3CN2C1=S (stereo not drawn)
  A = -2%; B = -0.5; C = 7%; D = 0%; E = 11%; F = 1; G = ?; H = 8%; I = 8%

Cn1c(=O)c2c(nc(N3CCNCC3)n2Cc2cccc3ccccc23)n(C)c1=O
  A = 7%; B = -0.1; C = -6%; D = 15%; E = 0%; F = 1; G = -13%; H = -8%; I = 8%

O=C1CC(N2CCN(c3ccccc3)CC2)C(=O)N1c1cccc(Cl)c1 (stereo not drawn)
  A = -3%; B = -0.4; C = 1%; D = 6%; E = 6%; F = 1; G = 0%; H = -70%[inhibitor]; I = 2%

O=C(CC(NS(=O)(=O)c1ccc(Cl)cc1)c1ccco1)NCc1cccnc1 (stereo not drawn)
  A = 15%; B = 0.2; C = -2%; D = 3%; E = -14%; F = 1; G = -4%; H = -8%; I = 45%

Nc1ccc(S(=O)(=O)N2CCCC2)cc1Cl
  A = -11%; B = -1.9; C = 11%; D = -3%; E = -6%; F = 0; G = -7%; H = 14%; I = 14%

CC(C)NC(=O)N1Cc2cc(C(=O)NCC(F)(F)F)nc(-c3cccc(-c4cc5ccccc5o4)c3)c2[C@@H]1CCO
  A = 8%; B = -0.1; C = -1%; D = -3%; E = 4%; F = 11; G = -2%; H = -11%; I = ?

Cc1cccc(/C=C/C(=O)c2cc(Br)ccc(=O)c2O)c1
  A = ?; B = -1.0; C = 1%; D = ?; E = -68%[inhibitor]; F = ?; G = 21µM*; H = 1%; I = 42%

COc1ccccc1N1CCN(C(c2ccc(C)cc2)c2nnnn2C(C)C)CC1 (stereo not drawn)
  A = -6%; B = -1.5; C = 0%; D = -12%; E = 9%; F = 2; G = -2%; H = 9%; I = 22%

Cc1cccc(OCc2nnc(SCC(=O)O)n2-c2ccccc2)c1
  A = -14%; B = 0.7; C = 6%; D = 5%; E = 3%; F = -1; G = -8%; H = 12%; I = -13%

O=C(NCC1COc2ccccc2O1)c1cccc(S(=O)(=O)NCc2ccccc2)c1 (stereo not drawn)
  A = -7%; B = -1.2; C = 3%; D = -10%; E = 23%; F = -1; G = 4%; H = 20%; I = 33%

CN(C)S(=O)(=O)c1ccc(C(=O)NCCS(=O)(=O)N2CCN(c3ccc(F)cc3)CC2)cc1
  A = -6%; B = -1.5; C = -15%; D = 9%; E = 0%; F = 2; G = -7%; H = -7%; I = -2%

Cc1ccc2nc(-c3cccc(N)c3)[nH]c2c1
  A = 8%; B = -1.3; C = -2%; D = -7%[57.1 µM]; E = -35%[inhibitor]; F = -14; G = 1%; H = -39%[inhibitor]; I = 15%

Cc1ccc(-c2nc3cccnc3s2)cc1NC(=O)c1ccco1
  A = -6%; B = 2.1; C = 5%; D = -6%; E = -4%; F = .; G = 1%; H = -1%; I = -10%

CC(C)N(Cc1ccccc1)C(=O)C1CCCN(c2ncnc3c2nc2n3CCCCC2)C1 (stereo not drawn)
  A = -7%; B = -0.4; C = -8%; D = -7%; E = 1%; F = 7; G = 1%; H = .; I = 24%

CCOC(=O)/C(C#N)=N/Nc1c(C)n(C)n(-c2ccccc2)c1=O
  A = 11%; B = 0.4; C = -2%; D = -4%; E = 7%; F = -26; G = -2%; H = 16%; I = 5%

Cc1ccc(NC(=O)CN(C)C(=O)c2n[nH]c(=O)c3ccccc23)cc1
  A = 12%; B = 0.0; C = 6%; D = -13%; E = -4%; F = -1; G = -7%; H = 3%; I = 11%

COc1cc(Br)c(CCNC(=O)Cc2ccccc2)cc1OC
  A = -5%; B = -0.5; C = -10%; D = 4%; E = 7%; F = 2; G = -1%; H = 10%; I = -8%

O=C(CNc1ccc(C(F)(F)F)cc1)Nc1cccc(S(=O)(=O)N2CCCC2)c1
  A = -21%; B = 0.6; C = -2%; D = -3%; E = -8%; F = -1; G = -11%; H = 6%; I = 31%

O=C(Nc1nnc(SCc2c(Cl)cccc2Cl)s1)C1CCCO1 (stereo not drawn)
  A = -3%; B = -0.4; C = 13%; D = -8%; E = 17%; F = .; G = -15%; H = 16%; I = 14%

O=C(COC(=O)C(Cc1ccccc1)NC(=O)c1ccco1)NC1CC1 (stereo not drawn)
  A = -24%; B = -1.0; C = 4%; D = 10%; E = 0%; F = .; G = -6%; H = 9%; I = -1%

COC(=O)c1cc(NC(=O)COC(=O)C2CCC2)cc(C(=O)OC)c1
  A = -12%; B = -0.7; C = 1%; D = -5%; E = 6%; F = 4; G = -10%; H = 32%; I = -8%

Three compounds from above, limited to EPAC1 antag, PLK1 PBD block and FUS yeast rescue.
SMILES | EPAC1 antag | PLK1 PBD block | FUS yeast rescue
O=C(Nc1nnc(SCc2c(Cl)cccc2Cl)s1)C1CCCO1 (stereo not drawn) | -3% | -15% | 14%
O=C(COC(=O)C(Cc1ccccc1)NC(=O)c1ccco1)NC1CC1 (stereo not drawn) | -24% | -6% | -1%
O=C(CNc1ccc(C(F)(F)F)cc1)Nc1cccc(S(=O)(=O)N2CCCC2)c1 | -21% | -11% | 31%

Compounds above with two or more sulfur atoms:
Assay codes: A = EPAC1 antag; B = IL2 activator; C = EPAC1 ag; D = WRN helicase inh; E = aSyn rescue; F = PI5P4Ka inh; G = PLK1 PBD block; H = Abeta rescue; I = FUS yeast rescue
CN(C)S(=O)(=O)c1ccc(C(=O)NCCS(=O)(=O)N2CCN(c3ccc(F)cc3)CC2)cc1
  A = -6%; B = -1.5; C = -15%; D = 9%; E = 0%; F = 2; G = -7%; H = -7%; I = -2%

O=C(Nc1nnc(SCc2c(Cl)cccc2Cl)s1)C1CCCO1 (stereo not drawn)
  A = -3%; B = -0.4; C = 13%; D = -8%; E = 17%; F = .; G = -15%; H = 16%; I = 14%

Random draw from the library, and some 4.1% of all compounds hit somewhere here.
